PAFAH1B2 FP inh = PAFAH1B2 (human) inhibition. P68402. recombinant PAFAH1B2, FP-rhodamine activity probe, fluorescence polarization. inhibition, % at 3.39 µM. 1.2% of 340,000 active;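 active = inhibition above the mean of all tested compounds plus 3 SD, cut at about 24% in these data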;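 also: 0% = enzyme with DMSO and 100% = wells lacking PAFAH1B2; many of its hits are not listed in these tables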
PAFAH2 FP inh = inhibitors of human PAFAH2 | inhibition, % at 3.39 µM | Q99487 | recombinant PAFAH2, FP-rhodamine activity probe, fluorescence polarization | 0.99% of 340,000 active;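 active = inhibition above the mean over all tested compounds plus 3 SD, cut at about 30% in these data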;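 also: inhibitors block probe labeling of enzyme so polarization drops; 0% = enzyme with DMSO and 100% = wells lacking PAFAH2 protein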
GSTO1 counter = blocks human GSTO1 in RBBP9 counter-screen. recombinant GSTO1, activity-based probe fluorescence polarization. 1.1% of 300,000 active. AID 1974. inhibition, % at 5.96 µM;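 active = inhibition above the campaign mean inhibition plus 3 SD, cut at about 35% in these data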;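 also: 0% = GSTO1-1 with DMSO and 100% = wells lacking GSTO1-1 enzyme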
LYPLA1 inh = counter-screen for PME1 inhibitors: inhibitors of human LYPLA1; O75608; recombinant LYPLA1, FP-Rh probe fluorescence polarization; inhibition, % at 5.9 µM; 0.16% of 320,000 active;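 active = inhibition above the mean of all tested compounds plus 3 SD, set per campaign, cut at about 14% in these data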;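 also: inhibitors block serine hydrolase probe labeling of LYPLA1 so polarization falls; 0% = enzyme with DMSO and 100% = wells lacking LYPLA1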
PAFAH1B3 FP inh = blocks human PAF acetylhydrolase 1B catalytic subunit 3; Q15102; recombinant PAFAH1B3, FP-rhodamine probe, fluorescence polarization; inhibition, % at 3.39 µM; 0.28% of 340,000 active; AID 492972;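 active = inhibition above the screen-wide average of all tested compounds plus 3 SD, cut at about 25% in these data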;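 also: 0% = enzyme with DMSO only and 100% = wells lacking PAFAH1B3 protein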
Target sequence (Q15102 whole entry, looked up): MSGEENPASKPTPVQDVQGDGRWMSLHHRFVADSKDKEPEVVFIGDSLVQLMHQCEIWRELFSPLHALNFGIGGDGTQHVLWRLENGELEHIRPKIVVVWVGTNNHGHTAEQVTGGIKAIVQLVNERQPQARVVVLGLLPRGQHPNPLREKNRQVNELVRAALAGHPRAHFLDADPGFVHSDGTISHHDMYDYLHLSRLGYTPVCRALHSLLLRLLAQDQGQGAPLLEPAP
PME-1 primary = blocks human protein phosphatase methylesterase 1. recombinant PME-1, FP-Rh probe fluorescence polarization. inhibition, % at 5.9 µM. 0.53% of 320,000 active;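 active = inhibition above the campaign mean of all compounds plus 3 SD, cut at about 26% in these data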;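 also: competitive labeling of PME-1 active site by serine hydrolase directed probe; 0% = PME-1 with DMSO and 100% = wells lacking PME-1 enzyme; inhibitors block probe labeling so polarization falls and inhibition rises; many of its hits are not listed in these tables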
pPAFAH FP inh = pPAFAH (human) enzyme inhibition | Q13093 | recombinant pPAFAH, FP-rhodamine probe fluorescence polarization | inhibition, % at 3.39 µM | 1.5% of 330,000 active | AID 463082;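 active = inhibition above the mean inhibition across the screen plus 3 SD, cut at about 25% in these data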;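 also: inhibitors block binding of the rhodamine activity-based probe so polarization drops; 0% = enzyme with DMSO and 100% = wells lacking pPAFAH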
Target sequence (Q13093 whole entry, looked up): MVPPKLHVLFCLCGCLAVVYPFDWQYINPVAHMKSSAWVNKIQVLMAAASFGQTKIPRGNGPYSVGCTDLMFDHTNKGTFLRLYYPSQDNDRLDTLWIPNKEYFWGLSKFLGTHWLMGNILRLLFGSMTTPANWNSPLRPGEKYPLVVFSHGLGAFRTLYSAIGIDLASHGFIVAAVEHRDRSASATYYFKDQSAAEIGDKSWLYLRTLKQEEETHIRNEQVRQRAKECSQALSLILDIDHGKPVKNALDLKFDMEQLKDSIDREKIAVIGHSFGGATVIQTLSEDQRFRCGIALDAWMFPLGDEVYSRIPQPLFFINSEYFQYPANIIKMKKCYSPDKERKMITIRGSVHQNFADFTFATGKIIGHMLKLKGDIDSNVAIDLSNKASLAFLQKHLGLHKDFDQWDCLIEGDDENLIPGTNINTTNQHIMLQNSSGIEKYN
LYPLA2 counter = blocks human lysophospholipase 2, a PME1 counter-screen; 0.38% of 320,000 active; recombinant LYPLA2, FP-Rh probe fluorescence polarization; O95372; inhibition, % at 5.9 µM; AID 2177;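 active = inhibition above the screen-wide mean plus 3 SD, limit set per campaign, cut at about 26% in these data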;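 also: 0% = LYPLA2 with DMSO and 100% = wells lacking LYPLA2 enzyme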
Target sequence (O95372 whole entry, looked up): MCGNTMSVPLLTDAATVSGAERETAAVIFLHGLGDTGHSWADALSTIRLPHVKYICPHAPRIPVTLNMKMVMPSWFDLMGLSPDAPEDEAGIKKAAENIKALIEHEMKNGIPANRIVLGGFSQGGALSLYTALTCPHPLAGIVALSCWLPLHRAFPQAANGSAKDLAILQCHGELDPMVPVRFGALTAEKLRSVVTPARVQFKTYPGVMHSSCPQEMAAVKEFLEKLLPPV
PAD4 inh = blocks human protein arginine deiminase 4; inhibition, % at 6.36 µM; 0.41% of 330,000 active; Q9UM07; recombinant PAD4, RCA probe fluorescence polarization;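 active = percent inhibition above a cutoff equal to the mean of all tested compounds plus 3 SD, cut at about 15% in these data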;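 also: 0% = PAD4 with RCA probe and DMSO and 100% = probe without PAD4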
Active calls of the source: *; nt = no result given. Only part of the results is shown, so the mix of outcomes need not match the whole.

SMILES	PAFAH1B2 FP inh	PAFAH2 FP inh	GSTO1 counter	LYPLA1 inh	PAFAH1B3 FP inh	PME-1 primary	pPAFAH FP inh	LYPLA2 counter	PAD4 inh
COc1cccc(CN(C)C(=O)Cc2c[nH]c3ccccc23)c1	5	-6	8	1	3	1	3	0	2
Cc1c(CC(=O)NCCC(=O)O)c(=O)oc2cc3oc4c(c3cc12)CCCC4	-4	8	-6	2	7	-5	5	7	-2
CC(=O)Nc1ccc(NC(=O)C2CC(=O)Nc3nc4ccccc4n32)cc1 (stereo not given)	-1	4	-6	1	-1	0	2	4	-2
Cc1cccc2nc(CNC(=O)C3CCC(=O)N(Cc4ccccc4F)C3)cn12 (stereo not given)	2	5	1	-1	-2	1	3	3	0
CC(C)=CCC/C(C)=C/CN(CC(C)O)CC(C)O (stereo not given)	-3	1	4	1	-2	-4	6	0	0
Cc1ccc(N(CC(=O)Nc2ccc(Br)c(C)c2)S(=O)(=O)c2c(C)[nH]c(=O)[nH]c2=O)cc1	6	0	-12	-7	-2	-4	4	-7	-5
CC1CCC(NC(=O)COc2ccc(C(=O)c3ccccc3)cc2)CC1 (stereo not given)	3	-8	6	1	4	-1	2	18	-5
CCOc1ccc(-n2c(C)c(C(C)=O)c3cc(OCC(N)=O)ccc32)cc1	1	3	6	-2	9	10	10	3	3
CCN(c1ccc(F)cc1)S(=O)(=O)c1cccc2nsnc12	16	-1	3	-2	-2	6	-4	0	0
CCc1ccccc1OCCCCCNCCO	1	-1	6	0	2	-2	-1	4	-3
CC(=O)N1CCN(C(=O)c2ccc(-c3cccc(C(F)(F)F)c3)o2)CC1	6	-5	4	0	8	-2	4	6	7
CN(c1ccccc1C(=O)NCc1ccco1)S(C)(=O)=O	3	6	2	-4	-7	-2	4	-3	-1
CCOC(=O)C1CN(C(C)(C)C)C(=O)C1=O (stereo not given)	3	11	1	-5	5	-5	1	-5	-4
Cc1ccc(NC(=S)N(CCN(C)C)C(C)c2ccco2)cc1C (stereo not given)	0	8	4	-5	4	-1	38*	-11	1
Cc1ccc(C2C(C(=O)c3ccco3)=C(O)C(=O)N2c2nnc(C)s2)cc1 (stereo not given)	2	5	-2	1	8	-3	-1	2	-10
Cc1ccc2nc(NC(=O)CNS(=O)(=O)c3ccc(Br)s3)sc2c1	7	-9	19	-2	6	8	4	-1	-6
CCOc1ccc(NC(=O)C(=O)N/N=C/c2ccccc2F)cc1	2	2	9	3	0	0	7	0	-3
CCOc1cc(Br)cc(C(c2c(C(=O)O)[nH]c3ccccc23)c2c(C(=O)O)[nH]c3ccccc23)c1O	79*	16	18	5	11	-3	18	-2	1
Cc1cc(NC(=O)c2ccco2)ccc1-n1cnnn1	1	-6	0	0	7	2	1	-1	-2
CC(=O)NS(=O)(=O)c1ccc2c(c1)Cc1cc(S(=O)(=O)NC(C)=O)ccc1-2	2	0	-2	2	3	-2	1	3	-27
CC1=CC(=NOC(=O)c2cccc([N+](=O)[O-])c2)C=C(C)C1=O	0	0	30	-9	8	-12	4	-2	-6
COc1ccccc1C(=O)NCC(=O)N/N=C/c1cc(Br)ccc1OC(=O)/C=C\c1ccco1	2	2	0	-24	10	-12	0	-27	4
C#CCOCCOCCOCCNc1nc(N2CCN(C(=O)[C@H]([C@@H](C)CC)n3cc([C@@H](N)CO)nn3)CC2)nc(N2CCN(C(=O)[C@H](Cc3ccc(O)cc3)n3cc([C@@H](N)C(C)CC)nn3)CC2)n1 (stereo not given in full)	7	-4	-2	0	3	0	8	-7	-6
O=C(c1ccccc1F)N(Cc1ccc2c(c1)OCO2)Cc1cc2cc3c(cc2n2nnnc12)OCO3	1	-3	4	1	-2	-1	3	5	-4
CN(CC1CCCN(CCc2ccc(F)cc2)C1)C(=O)CCC(N)=O (stereo not given)	3	-4	2	-3	5	-3	3	-8	-1
O=C(Cn1ccc(NC(=O)OCc2ccccc2)nc1=O)NCCCN1CCCC1=O	0	5	nt	2	11	-6	-8	5	-5
COc1ccc(CNc2ccccc2)cc1Br	2	6	-7	-1	3	1	4	-5	-1
CCOc1cccc(C2c3c(oc4ccccc4c3=O)C(=O)N2c2ccccn2)c1 (stereo not given)	nt	nt	2	-4	nt	-2	-2	-2	-1
O=C(CCNc1cc(Cl)cc(Cl)c1)c1cccs1	3	8	-1	-3	2	4	9	5	0
NC[C@@H]1O[C@H](O[C@H]2[C@@H](O)[C@H](O[C@@H]3[C@@H](O)[C@H](N)C[C@H](N)[C@H]3O[C@H]3O[C@H](CO)[C@@H](O)[C@H](O)[C@H]3N)O[C@@H]2CO)[C@H](N)[C@@H](O)[C@@H]1O	nt	nt	0	0	nt	-7	-3	1	-2
O=C(CSc1nnc(C2CC2)n1-c1ccccc1)NC1CCS(=O)(=O)C1 (stereo not given)	4	3	nt	nt	-3	nt	-6	nt	-9
CC(NC(=O)c1ccc2c(c1)OCO2)c1ccccc1 (stereo not given)	6	3	2	-1	3	-3	-1	-4	2
O=C(N/N=C/c1cc(Br)ccc1OC(=O)c1ccc(Br)cc1)c1ccncc1	15	-19	3	-7	26*	1	8	-11	-5
Cn1c(CC(=O)Nc2ccccc2F)nnc1SCC(=O)N1CCOCC1	2	9	-3	-1	2	0	-1	2	3
CCN1CCCC1CNC(=O)C1c2ccccc2C(=O)N(CCOC)C1c1ccc(F)cc1 (stereo not given)	2	-11	-2	-2	-3	-10	-4	-2	-7
Cc1ccc(C(=O)OC(C)C(=O)NC(C)CCc2ccccc2)o1 (stereo not given)	2	-3	nt	-2	4	-8	4	-7	0
CCN(CC)C(=O)CSc1nnc(-c2ccccc2)n1N	4	-4	0	6	0	-2	1	8	2
COc1ccc(CN(C)C(=O)COC(=O)c2ccc3c(c2)OCO3)cc1OC	2	4	14	1	4	-2	1	2	2
COc1cc(SC)ccc1C(=O)Nc1ccc(Br)cn1	1	6	-7	-5	5	0	1	2	1
CCN(CC(=O)NCc1ccc(Cl)cc1)C(=O)CSCC(=O)Nc1ccc(OC)cc1	8	5	3	4	4	0	-1	0	-2

Given with two lines to a compound: part of the list above.
Results follow in this order: PAFAH1B2 FP inh	PAFAH2 FP inh	GSTO1 counter	LYPLA1 inh	PAFAH1B3 FP inh	PME-1 primary	pPAFAH FP inh	LYPLA2 counter	PAD4 inh
> O=C(c1ccccc1F)N(Cc1ccc2c(c1)OCO2)Cc1cc2cc3c(cc2n2nnnc12)OCO3
    1	-3	4	1	-2	-1	3	5	-4
> CN(CC1CCCN(CCc2ccc(F)cc2)C1)C(=O)CCC(N)=O (stereo not given)
    3	-4	2	-3	5	-3	3	-8	-1
> O=C(Cn1ccc(NC(=O)OCc2ccccc2)nc1=O)NCCCN1CCCC1=O
    0	5	nt	2	11	-6	-8	5	-5
> COc1ccc(CNc2ccccc2)cc1Br
    2	6	-7	-1	3	1	4	-5	-1
> CCOc1cccc(C2c3c(oc4ccccc4c3=O)C(=O)N2c2ccccn2)c1 (stereo not given)
    nt	nt	2	-4	nt	-2	-2	-2	-1
> O=C(CCNc1cc(Cl)cc(Cl)c1)c1cccs1
    3	8	-1	-3	2	4	9	5	0
> NC[C@@H]1O[C@H](O[C@H]2[C@@H](O)[C@H](O[C@@H]3[C@@H](O)[C@H](N)C[C@H](N)[C@H]3O[C@H]3O[C@H](CO)[C@@H](O)[C@H](O)[C@H]3N)O[C@@H]2CO)[C@H](N)[C@@H](O)[C@@H]1O
    nt	nt	0	0	nt	-7	-3	1	-2
> O=C(CSc1nnc(C2CC2)n1-c1ccccc1)NC1CCS(=O)(=O)C1 (stereo not given)
    4	3	nt	nt	-3	nt	-6	nt	-9
> CC(NC(=O)c1ccc2c(c1)OCO2)c1ccccc1 (stereo not given)
    6	3	2	-1	3	-3	-1	-4	2
> O=C(N/N=C/c1cc(Br)ccc1OC(=O)c1ccc(Br)cc1)c1ccncc1
    15	-19	3	-7	26*	1	8	-11	-5
> Cn1c(CC(=O)Nc2ccccc2F)nnc1SCC(=O)N1CCOCC1
    2	9	-3	-1	2	0	-1	2	3
> CCN1CCCC1CNC(=O)C1c2ccccc2C(=O)N(CCOC)C1c1ccc(F)cc1 (stereo not given)
    2	-11	-2	-2	-3	-10	-4	-2	-7
> Cc1ccc(C(=O)OC(C)C(=O)NC(C)CCc2ccccc2)o1 (stereo not given)
    2	-3	nt	-2	4	-8	4	-7	0

Ordered by count of non-hydrogen atoms (rising): some entries from above.
SMILES	PAFAH1B2 FP inh	PAFAH2 FP inh	GSTO1 counter	LYPLA1 inh	PAFAH1B3 FP inh	PME-1 primary	pPAFAH FP inh	LYPLA2 counter	PAD4 inh
COc1ccc(CN(C)C(=O)COC(=O)c2ccc3c(c2)OCO3)cc1OC	2	4	14	1	4	-2	1	2	2
CCN(CC(=O)NCc1ccc(Cl)cc1)C(=O)CSCC(=O)Nc1ccc(OC)cc1	8	5	3	4	4	0	-1	0	-2
COc1ccccc1C(=O)NCC(=O)N/N=C/c1cc(Br)ccc1OC(=O)/C=C\c1ccco1	2	2	0	-24	10	-12	0	-27	4

More records follow.
SMILES	PAFAH1B2 FP inh	PAFAH2 FP inh	GSTO1 counter	LYPLA1 inh	PAFAH1B3 FP inh	PME-1 primary	pPAFAH FP inh	LYPLA2 counter	PAD4 inh
O=C(CSc1nc2c(cnn2-c2ccc(F)cc2)c(=O)[nH]1)N1CCCCCC1	8	-3	3	-2	0	-4	-2	1	3
CCn1ccnc1CN(C)Cc1nc(-c2cccc(Cl)c2)no1	4	0	7	2	5	-11	-1	-4	6
O=c1c2ccccc2c(-c2ccccc2)nn1-c1ccccc1	nt	nt	17	0	nt	0	2	-2	0
COc1ccc(NC(=O)CCN2CCN(C/C=C/c3ccccc3)CC2)cc1	1	6	0	-2	9	-3	-4	-5	0
Cc1ccc(NC(=O)c2ccc(Cn3cc([N+](=O)[O-])cn3)cc2)c(C)c1	1	0	-3	4	2	0	-4	4	-5
O=c1sc2ccccc2c(N2CCOCC2)c1[N+](=O)[O-]	3	2	-8	1	12	2	-4	-2	2
O=C(Nc1ccc(F)cc1F)NC1CCN(S(=O)(=O)c2ccc(F)cc2)CC1	5	-5	6	1	0	-6	-6	-1	0
